Source: PubChem (National Center for Advancing Translational Sciences (NCATS))
D1 potentiator: potentiators of human D1 dopamine receptor; HEK293 TREx D1 cells, calcium flux, dopamine EC20 potentiation; 0.036% of 360,000 active; potentiation, % at 10 µM; in the data active = potentiation above about 30%; note: 0% is about no effect
D1 antag: human D1 dopamine receptor antagonism. 3.2% of 360,000 active. HEK293 TREx D1 cells, calcium flux, dopamine EC80; stronger effect = lower value. activity change, negative = inhibition, % at 10 µM. P21728; in the data active = activity change below about -30%; note: % is set by controls: 0 for no effect and ±100 for the full control effect
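Kinetic fluorescence of a calcium dye serves as the read-out. D1-expressing Hek293 Trex cells, induced overnight at 30 C, are exposed to compound for 180 s before an EC80 dopamine addition, then read 180 s further.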
Vif-APOBEC3G blk: inhibitors of Vif-APOBEC3G interaction; HeLa A3G-eYFP + Vif (tagged APOBEC3G with the HIV-1 protein that degrades it), YFP fluorescence, overnight; Q9HC16; 0.076% of 410,000 active; AID 602310; Potency, µM (series often up to 46.1 µM), for inactives: at the highest dose activity, negative = active, actives largely listed as inhibitors;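 note: potency is the fitted concentration of half-maximal effect; % is set by controls: 0 for no effect and ±100 for the full control effect; nearly all actives have a fitted effect of over 60% in size; hits raise eYFP signal because A3G escapes Vif-driven loss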
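HeLa cells stably expressing Vif and C-terminally eYFP-tagged A3G, seeded overnight at 37 deg C, then exposed to compound by pintool overnight at 37 deg C. Rise in yellow fluorescence (Ex 488/Em 500-530, Acumen) marks blocked Vif-driven A3G degradation.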
RXFP1 antag: RXFP1 (human) relaxin receptor antagonism. activity change, negative = inhibition, % at 57.5 µM. Q9HBX9. HEK293-RXFP1, relaxin-stimulated cAMP HTRF, 30 min; stronger effect = lower value. 0.59% of 350,000 active;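 active = activity change of -60% or lower, but not beyond a set lower limit; inconclusive = change between -60% and -40%, or beyond the set limit; inactive = change above -40%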; note: % is set by controls: 0 for no effect and ±100 for the full control effect
Target sequence (Q9HBX9 whole entry, looked up): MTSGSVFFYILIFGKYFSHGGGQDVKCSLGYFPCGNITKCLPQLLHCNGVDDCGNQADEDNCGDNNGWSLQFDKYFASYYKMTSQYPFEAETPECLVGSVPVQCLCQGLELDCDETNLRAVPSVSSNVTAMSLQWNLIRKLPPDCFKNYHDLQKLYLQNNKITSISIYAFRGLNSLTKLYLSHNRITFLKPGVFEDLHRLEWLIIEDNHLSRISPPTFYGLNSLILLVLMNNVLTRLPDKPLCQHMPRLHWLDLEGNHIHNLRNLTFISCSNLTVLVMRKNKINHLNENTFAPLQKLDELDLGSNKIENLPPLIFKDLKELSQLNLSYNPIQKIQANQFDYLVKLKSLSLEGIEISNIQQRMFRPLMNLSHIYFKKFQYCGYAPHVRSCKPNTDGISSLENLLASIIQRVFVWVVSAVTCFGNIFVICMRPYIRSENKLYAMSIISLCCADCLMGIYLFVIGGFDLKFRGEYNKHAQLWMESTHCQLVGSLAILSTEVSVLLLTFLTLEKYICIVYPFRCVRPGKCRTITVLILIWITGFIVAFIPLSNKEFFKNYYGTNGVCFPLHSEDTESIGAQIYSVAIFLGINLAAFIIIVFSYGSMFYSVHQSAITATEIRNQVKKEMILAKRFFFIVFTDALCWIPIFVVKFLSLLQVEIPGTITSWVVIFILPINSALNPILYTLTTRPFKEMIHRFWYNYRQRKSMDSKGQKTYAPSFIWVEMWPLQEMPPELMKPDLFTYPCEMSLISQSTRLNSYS
D1 agonist: human D1 receptor agonism; HEK293 T-REx D1 cells, calcium flux, agonist mode; 1% of 360,000 active; activation, % at 2 µM; P21728; in the data active = activation above about 30%; note: 0% is about no effect
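Tetracycline-induced HEK293 TREx D1 cells, force-coupled to calcium signalling, were dye-loaded with a no-wash calcium kit. Compound was pin-added after a 10 s baseline. Fluorescence was read kinetically at 1 cycle/s for 180 s, with calcium rises flagged as agonism.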
D2 potentiator: D2 dopamine receptor (human) potentiation; 0.34% of 340,000 active; AID 485347; potentiation, % at 10 µM; HEK293 T-REx D2, calcium flux, EC20 dopamine potentiation;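 active = potentiation over 3 SD above the plate norm, cut at about 30% in these data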; note: 0% is about no effect
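Using a no-wash calcium dye in inducible, force-coupled HEK293 Trex cells expressing D2, we tracked fluorescence each second for 180 s after compound, then for 180 s after EC20 dopamine to detect augmented signalling.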
GRP78 ERSR act: induces the endoplasmic reticulum stress response in human glioma cells; U87-MG GRP78 promoter luciferase reporter, 16 h; Potency, µM, inactives show at the highest dose activation, most hits filed as activators; 0.02% of 420,000 active; note: potency is the fitted concentration of half-maximal effect; series mostly up to about 76 µM; % of control where 0% means no effect; nearly all actives have a fitted effect of over 35% in size
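ERSR induction read as luciferase luminescence (Bright-Glo, 10 min at room temperature) in stably transfected human U87-MG glioma cells exposed to compounds for 16 h, using GRP78 as sensor.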
Vif-A3F inh: blocks the Vif interaction with APOBEC3F; HeLa A3F-eYFP + Vif (tagged APOBEC3F with the HIV-1 protein that degrades it), YFP fluorescence increase; Potency, µM (top dose mostly 46.1 µM), for the others: at the top dose activity, negative = active; 0.2% of 390,000 active; AID 602313; note: potency is the fitted concentration of half-maximal effect; % of control where 0% means no effect; nearly all actives have a fitted effect of over 65% in size
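HeLa cells stably expressing A3F-eYFP plus Vif, plated and incubated overnight at 37 deg C, then exposed to compounds overnight at 37 deg C. Blocked degradation read as raised yellow fluorescence (Ex 488/Em 500-530).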
RXFP1 agonist: RXFP1 (human) receptor agonism; HEK293T-RXFP1 cAMP TR-FRET, 30 min; response scale: percent of porcine relaxin response, buffer zero; Potency, µM (highest dose often 57.5 µM), without a hit: at the highest dose activation, actives largely listed as activators; 0.3% of 370,000 active; AID 2676; note: potency is the fitted concentration of half-maximal effect; % is set by controls: 0 for no effect and ±100 for the full control effect; nearly all actives have a fitted effect of over 60% in size; many of its hits are not listed in these tables
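HEK293T cells stably expressing RXFP1 were pretreated with the PDE4 inhibitor Ro 20174, exposed to compounds for 30 min at 37C, lysed, and cAMP was read by TR-FRET. Data normalized to buffer (basal) and 29 nM porcine relaxin (100%).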
* hit, by the source's call; ? = inconclusive; / = not tested or not shown; & = joins results of further samples. Unless noted, calls come from the whole dose curve; as a rule, active = well fitted curve in the direction sought with a large enough effect; inconclusive = small, poorly fitted or top-dose-only effect, or another doubt; inactive = no such curve, though single readings can be large; an effect the other way counts as inactive or inconclusive. Some of the compounds tested; the hit share may differ from the screen's.

The line under a structure holds: D1 potentiator | D1 antag | Vif-APOBEC3G blk | RXFP1 antag | D1 agonist | D2 potentiator | GRP78 ERSR act | Vif-A3F inh | RXFP1 agonist
> O=C(CC(c1ccccc1)c1cc(Br)ccc1O)NCc1ccco1 (stereo not drawn)
→ 15.6 | 10.5 | 0.0% | -13.3 | 7.4 | 0.5 | -7.8% | 2.9% | 0.0%
> COc1ccc2c(c1)c1c(c(=O)n(Cc3ccccc3)c(=O)n1CC(=O)NCc1ccc(C)cc1)n2C
→ -0.9 | -1.5 | -2.7% | / | -1.0 | 6.1 | -2.4% | -4.5% | 2.0%
> Cc1ccc(N(Cc2ccc(C(=O)NN=C3CCN(C)CC3)cc2)S(C)(=O)=O)cc1C
→ -1.3 | 14.0 | -1.1% | -1.8 | 3.3 | -11.5 | 0.6% | 6.7% | 0.1%
> COc1ccc(C2N(c3ccc(OC)cc3)C(=O)C3CCCN32)cc1 (stereo not drawn)
→ / | 9.5 | 0.2% | / | 1.0 | / | -0.4% | 0.8% | -0.4%
> COc1cc(/C=C(\C(=O)O)c2ccc(S(=O)(=O)N3CCCC3)s2)ccc1OCCC(C)C
→ / | / | -0.1% | 0.3 | / | / | -0.4% | -5.5% | /
> [N-]=[N+]=NC1CC(CO)OC1n1ccc(=O)[nH]c1=O (stereo not drawn)
→ -2.6 | -7.2 | -2.9% | -0.9 | 3.2 | -2.0 | 1.5% | 9.2% | 1.5%
> O=C(c1cccc(C(F)(F)F)c1)N1CCN(C2CCCCC2)CC1
→ 4.3 | 3.4 | 1.7% | 2.6 | 1.5 | -1.3 | -2.3% | -4.8% | 2.3%
> O=C(c1ccc(Cl)cc1)n1c(NCc2ccccc2)n[nH]c1=S
→ -1.8 | -25.8 | 3.1% | -7.9 | -0.4 | / | -2.9% | 7.0% | 0.9%
> O=C(CCN1C(=O)c2ccccc2C1=O)C1=NN[C@@H]2C(=O)N(c3cccc(F)c3)C(=O)[C@H]12
→ -3.5 | 8.3 | 1.0% | -9.9 | -0.1 | 6.3 | -1.2% | 3.3% | 0.4%
> COc1ccc(-c2noc3c2-c2nc(-c4c(F)cccc4F)sc2CC3)cc1
→ 2.9 | 6.3 | -0.7% | / | 2.7 | -0.8 | 0.9% | -1.7% | 1.0%
> COc1ccc(NC(=O)CSCC(=O)N(C)Cc2c(F)cccc2Cl)cc1
→ -8.8 | 6.5 | 0.4% | 1.5 | 0.7 | 7.3 | -3.4% | 2.5% | 2.1%
> COCCN1Cc2cccc(C(=O)NC(C)CCc3ccco3)c2C1=O (stereo not drawn)
→ -0.9 | 11.6 | -4.4% | -4.2 | 0.4 | 20.8 | -1.1% | -18.2% | 1.2%
> COc1ccc(C(=O)N2CCN=C2c2ccccc2)cc1OC
→ -2.6 | 3.5 | 1.5% | -0.9 | 1.0 | 10.7 | -2.8% | -5.3% | 0.8%
> CCOC(=O)C(=O)NNc1cccc(C)c1C
→ 1.5 | 7.0 | -0.4% | 3.3 | -0.3 | 26.2 | -3.3% | -25.5% | 0.0%
> CC1(C)CC(=O)c2cc(OCC(=O)NCc3cccnc3)ccc2O1
→ -7.8 | -14.6 | 4.5% | -1.0 | 4.7 | 6.3 | 1.9% | -4.6% | 1.1%
> COCCCNC(=O)CSc1nc2sc(C(=O)OC)c(C)c2c(=O)n1N
→ -0.7 | 1.4 | -4.4% | 9.8 | 3.0 | / | -3.9% | -4.9% | 7.2%
> C[C@H](NC(=O)c1ccccc1Cl)C(=O)OC(C(=O)Nc1cc(C(F)(F)F)ccc1Cl)c1ccccc1 (stereo partly drawn)
→ -4.8 | -8.1 | 1.4% | 8.3 | 6.6 | -2.4 | -5.9% | 3.7% | -0.3%
> CC1(C)C2(C#N)C(=O)NC(=O)C12C#N (stereo not drawn)
→ / | / | 6.0% | 8.3 | / | / | -4.9% | -1.8% | /
> COC(=O)c1c(NC(=O)COC(=O)c2ccccc2O)sc2c1CCCCC2
→ -2.7 | 7.7 | -3.5% | -0.4 | 1.2 | 5.7 | -1.4% | 1.1% | -1.0%
> CCOc1ccc(CCNC(=O)c2cc3sccc3n2CC)cc1OCC
→ -6.8&-8.1 | -13.2&-2.2 | -7.5%&-1.9% | -31.2&-11.0 | 6.0&1.2 | 2.6 | -3.7%&0.2% | 3.1%&4.8% | 2.0%&3.7%
> Cc1cccnc1NC(=S)NCc1ccco1
→ 0.8 | 0.6 | -6.1% | -1.8 | 2.3 | 1.6 | -0.5% | -0.5% | 1.9%
> CC(=O)N1CCN(c2ccc(Oc3nc(-c4ccccc4)nc4ccccc34)cc2)CC1
→ / | / | -1.4% | -0.5 | / | / | -3.3% | -13.6% | /
> O=C(Nc1ccn(CCCNCc2cccc3ccccc23)c(=O)n1)OCc1ccccc1
→ / | / | 1.3% | 6.0 | / | / | -1.5% | 0.1% | /
> CCCCn1c2c(c(=N)c3ccccc31)CCC2
→ -19.8 | 0.5 | -0.8% | 16.3 | 1.6 | -2.3 | -5.0% | -0.8% | 6.8%
> Cc1nc(SCC(=O)NCc2ccc(F)cc2)c2c(=O)n(C)c(=O)n(C)c2n1
→ 5.2 | 22.7 | 3.1% | 1.2 | 16.9 | 4.2 | -5.9% | 1.3% | 17.3%
> Cc1cc(C)n(CC(=O)NCc2ccccc2)c(=O)c1C#N
→ -1.2 | 6.8 | 3.2% | 9.9 | 1.0 | 6.6 | -3.5% | 6.8% | 0.6%
> COc1ccc2sc(N(CCCN(C)C)C(=O)c3ccc(S(=O)(=O)N4CCCC4)cc3)nc2c1
→ -5.5 | 15.3 | 2.1% | -2.1 | 7.9 | 2.2 | -5.6% | -24.5% | 0.5%
> CSc1cccc(NC(=O)CC2Oc3ccccc3NC2=O)c1 (stereo not drawn)
→ -2.9 | 2.7 | -6.7% | 11.7 | 1.0 | 5.0 | -1.6% | 0.1% | -1.8%
> COc1cccc(C(=O)NCCS(=O)(=O)NCCCc2ccccc2)c1
→ -8.6 | -8.5 | -0.4% | 8.1 | 6.8 | -23.1 | -3.3% | 3.1% | 1.0%
> Cc1ccc(NC(=O)CN(C)C(=O)/C=C/c2ccc3c(c2)OCO3)cc1
→ -6.5 | 13.6 | -0.6% | 3.8 | 0.2 | -6.6 | 1.0% | -0.3% | 2.4%
> COC(=O)C1C2C=CC(C3CC23)C1C(=O)OCC(=O)c1ccccc1 (stereo not drawn)
→ -2.8 | -3.1 | 0.6% | 15.4 | 4.0 | 5.7 | -3.0% | -15.6% | 2.6%
> Cc1ccc(-n2c(N)c(S(=O)(=O)c3ccccc3)c3nc4ccccc4nc32)cc1
→ -2.8 | 7.4 | 0.1% | -0.5 | 2.0 | / | -2.3% | -7.5% | 5.6%
> CCOc1ccc(Nc2oc(-c3ccccc3Cl)nc2C#N)cc1
→ 2.6 | -4.5 | -15.6% | -16.0 | 0.0 | -7.9 | 5.7% | -14.6% | 0.0%
> CCCCCCC1(C)NC(=S)N(c2ccccc2)N1 (stereo not drawn)
→ -2.0 | -11.1 | -6.9% | -21.3 | 5.9 | 1.6 | 0.7% | -4.8% | 4.6%
> COc1ccc(C(=O)NCCS(=O)(=O)N(C)C2CCCCC2)cc1
→ 3.7 | 4.6 | 1.2% | -0.8 | 3.5 | -10.7 | -0.5% | 0.2% | 0.4%
> Cc1ccnc(NS(=O)(=O)c2ccc(NC(=O)c3oc4ccccc4c3C)cc2)n1
→ -0.8 | -4.8 | -10.0% | -20.7 | 3.7 | / | -1.3% | 2.6% | 2.6%
> Cc1c(NC(=S)N/N=C/C=C/c2ccccc2)c(=O)n(-c2ccccc2)n1C
→ -2.8 | 4.2 | 1.7% | ? | 2.2 | -6.6 | -0.9% | ? | -0.3%
> Cc1nn(C)c(C)c1NC(=O)c1ccc(Cl)cc1
→ 0.7 | 20.8 | 0.5% | 7.8 | 0.3 | -1.6 | -4.4% | / | 1.8%
> Cc1nnc(SCC(=O)N/N=C/c2cn(-c3ccccc3)nc2-c2ccc(F)cc2)n1-c1ccccc1
→ 6.5 | 10.1 | -4.6% | -3.3 | 1.3 | -3.4 | 2.4% | -12.5% | 1.7%
> Cc1ccc2oc(C(=O)Nc3ccc(S(=O)(=O)Nc4nccc(C)n4)cc3)cc(=O)c2c1
→ -0.2 | -19.1 | -0.2% | -1.8 | -1.0 | 8.1 | -1.9% | -6.2% | -0.1%
> C#CCSc1nnc(-c2cc3c(C(F)(F)F)nn(C)c3s2)n1C
→ / | / | -0.4% | 3.8 | / | / | -2.6% | -2.4% | -0.1%
> CC1=CCP(=O)(c2ccccc2)C1 (stereo not drawn)
→ -0.8 | 6.1 | 6.5% | 6.4 | 0.2 | 0.8 | -2.9% | 1.4% | 0.4%
> C[C@@H]1CN([C@H](C)CO)C(=O)c2cc(Br)cnc2O[C@H]1CN(C)C
→ / | / | 0.5% | -2.2 | / | / | -2.6% | -6.5% | /
> Cc1ccc(S(=O)(=O)N2CCN(C(=O)C(C)Cn3nc(C)c(C)c3C)CC2)cc1 (stereo not drawn)
→ -0.6 | -0.8 | 3.2% | -16.0 | -3.9 | -7.2 | -4.7% | -13.3% | 4.5%
> COc1ccc(NC(=O)c2cnc(SC)n2-c2ccc(F)cc2)c(OC)c1
→ -4.0 | 5.5 | -6.1% | -3.1 | -0.9 | 0.1 | -3.5% | -6.5% | -1.0%
> Cc1cc(C)cc(NC(=O)c2sc3nc4n(c(=O)c3c2C)N=C(c2ccc(F)cc2)CS4)c1
→ -2.8 | 2.6 | 3.0% | -6.4 | 3.0 | -5.2 | -3.3% | 0.3% | 3.2%
> CN1CCN(S(=O)(=O)c2cc([N+](=O)[O-])ccc2N/N=C/c2ccc(Cl)cc2)CC1
→ -5.0 | 2.6 | -2.7% | -2.1 | 1.0 | / | -5.7% | 14.3% | 0.7%
> CCCN(CCC)C(=O)Cn1c(=O)n(Cc2ccc(C(=O)NCCc3ccc(Cl)cc3)cc2)c(=O)c2ccccc21
→ -1.4 | -8.4 | 0.3% | / | 3.3 | -7.2 | -1.4% | 0.7% | 5.9%
> CCn1cc(CNC(=O)c2cc(-c3ccc(C)cc3)nc3ccc(Br)cc23)c(C)n1
→ 0.6 | 3.3 | -21.5% | / | 0.3 | 2.9 | 2.7% | ? | ?
